Screening data deposited in PubChem by several laboratories.
HCV core dimer = blocks dimerization of HCV core protein | TR-FRET GST/Flag-core106 dimerization, 1536-well | inhibition, % at 5 µM | actives 0.33% (n = 300,000);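 active = inhibition above the mean of all tested compounds plus 3 SD, set per screening campaign, cut at about 45% in these data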
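Assay system: GST-tagged and Flag-tagged HCV core protein residues 1-106 / Times: compound-protein-antibody incubation 4 h at 22.5 °C / Signal: time-resolved FRET, ex 340 nm, em 617 and 671 nm / Evaluation: % inhibition based on acceptor/donor emission ratio / Benchmarks: wells lacking GST-core106 and wells with excess unlabelled core106 / Repeats: singlicate, one well per compound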
PP5 inh = blocks human protein phosphatase 5 activity. P53041. purified PP5c, OMFP substrate fluorescence. inhibition, % at 6.7 µM. actives 0.18% (n = 320,000);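 active = inhibition above the campaign's mean inhibition across all tested compounds plus 3 SD, cut at about 9.5% in these data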;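 also: 0% = DMSO only and 100% = 100 µM cantharidin control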
Efflux pump inh = inhibitors of Candida antifungal efflux pumps expressed in yeast. S. cerevisiae Candida pump triplex, Nile Red efflux. inhibition, % at 10 µM. actives 0.44% (n = 330,000);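 active = plate passing quality check with inhibition over a set limit, or well fluorescence over plate mean plus 4 SD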;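 also: Nile Red retained in pooled yeast measured as flow cytometry median fluorescence; 0% = buffer negative control and 100% = Enniatin B positive control; higher means more Nile Red kept so more efflux inhibition; some compounds called inactive have numbers as strong as hits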
PP1 inh = blocks human PP1-alpha phosphatase, a PP5 counter-screen; purified PP1alpha, OMFP fluorescence; inhibition, % at 6.7 µM; actives 0.9% (n = 320,000); AID 2235;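 active = inhibition above the mean inhibition of all tested compounds plus 3 SD, computed separately for each screening campaign, cut at about 15% in these data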
Target sequence (P62136 whole entry, looked up): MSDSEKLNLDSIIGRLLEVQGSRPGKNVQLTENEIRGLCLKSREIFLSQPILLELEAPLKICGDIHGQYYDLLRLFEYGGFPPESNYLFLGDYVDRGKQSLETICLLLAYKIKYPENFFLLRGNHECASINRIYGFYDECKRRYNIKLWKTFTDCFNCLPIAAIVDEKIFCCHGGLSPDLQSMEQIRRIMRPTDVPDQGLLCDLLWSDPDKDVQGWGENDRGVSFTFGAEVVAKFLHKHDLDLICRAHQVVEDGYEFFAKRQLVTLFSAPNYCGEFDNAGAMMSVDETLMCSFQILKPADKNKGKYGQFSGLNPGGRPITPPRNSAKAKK
Fh CTSL1 inh = blocks F. hepatica cathepsin L1 in PFM18AAP counter-screen; recombinant F. hepatica cathepsin L1, Z-Leu-Arg-MCA fluorescence; actives 0.49% (n = 300,000); inhibition, % at 5.96 µM;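 active = inhibition above the mean of all tested compounds plus 3 SD, set per screening campaign, cut at about 17% in these data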;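 also: 0% = plate median of test compound wells and 100% = 1 µM Z-Phe-Ala-diazomethylketone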
GASC-1 inh = blocks human GASC-1 demethylase activity. Q9H3R0. GST-JMJD2C(1-420) H3K9me3 demethylation, DELFIA europium. inhibition, % at 2.35 µM. actives 0.069% (n = 330,000);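 active = more than half of a compound's replicate wells show inhibition beyond 50%, single wells judged on their own value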;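 also: signal counts dimethyl H3K9 product captured on neutravidin plate; 0% = median of DMSO wells and 100% = 0.3 times that DMSO median; strong numbers were not always called active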
Target sequence (Q9H3R0 1-420 limits assumed): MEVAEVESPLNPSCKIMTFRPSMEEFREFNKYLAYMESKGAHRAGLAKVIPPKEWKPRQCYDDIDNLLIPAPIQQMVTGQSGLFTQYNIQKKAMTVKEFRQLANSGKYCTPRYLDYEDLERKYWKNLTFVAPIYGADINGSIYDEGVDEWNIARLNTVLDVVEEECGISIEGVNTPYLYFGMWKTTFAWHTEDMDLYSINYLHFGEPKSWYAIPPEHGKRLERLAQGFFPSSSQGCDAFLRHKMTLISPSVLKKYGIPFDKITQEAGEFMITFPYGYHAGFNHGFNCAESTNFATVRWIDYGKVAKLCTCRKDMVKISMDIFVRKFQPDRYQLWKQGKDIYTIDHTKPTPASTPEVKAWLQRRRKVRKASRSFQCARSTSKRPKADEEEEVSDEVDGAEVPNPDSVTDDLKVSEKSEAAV
TPT1 inhibitor = inhibitors of Candida albicans tRNA 2'-phosphotransferase TPT1; recombinant caTPT1, FP RNA substrate dephosphorylation; actives 0.81% (n = 300,000); inhibition, % at 5 µM;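 active = inhibition above the mean of all tested compounds plus 3 SD, set per screening campaign, cut at about 24% in these data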;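 also: plate controls were DMSO alone for no effect and ferristatin control at 100 nM for full effect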
procasp7 counter = counter-screen: procaspase-7 (human) activation; recombinant procaspase-7, Ac-DEVD-pNA absorbance 405 nm; D23A/D198A/D206A triple mutant, cannot self-cleave; scale: DMSO 0, 5 µM enzyme 100; activation, % at 8.5 µM; P55210; actives 0.093% (n = 330,000);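 active = percent activation above the screen-wide mean plus 3 SD, cut at about 25% in these data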
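Material: Procaspase-7 triple mutant (PC-7 D3A) | Quantity: 2 µM procaspase-7 mutant as dispensed | Reagent: DEVD-pNA substrate | Times: 1 h preincubation, 2 h reaction | Technique: 405 nm absorbance of p-nitroaniline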
procasp3 activ = activators of human procaspase-3 | actives 0.11% (n = 330,000) | P42574 | recombinant procaspase-3 D3A, Ac-DEVD-pNA absorbance 405 nm | activation, % at 8.5 µM;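 active = activation above the mean of all tested compounds plus 3 SD, cut at about 21% in these data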;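 also: 0% = DMSO alone and 100% = DMSO wells spiked with extra 5 µM PC-3 D3A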
Target sequence (P42574 whole entry D9A/D28A/D175A): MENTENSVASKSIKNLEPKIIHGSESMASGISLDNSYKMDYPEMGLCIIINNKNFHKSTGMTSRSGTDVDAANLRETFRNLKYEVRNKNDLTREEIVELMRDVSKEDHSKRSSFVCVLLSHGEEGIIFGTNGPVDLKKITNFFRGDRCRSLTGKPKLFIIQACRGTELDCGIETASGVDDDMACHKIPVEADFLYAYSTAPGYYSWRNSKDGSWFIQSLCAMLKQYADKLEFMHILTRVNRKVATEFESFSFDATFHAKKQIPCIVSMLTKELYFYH
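Test system: Procaspase-3 D3A mutant, all three cleavage aspartates alanine | Dosing: Single dose, 8.5 µM nominal compound, 0.8% DMSO | Schedule: 1 h preincubation, 2 h reaction | Technique: 405 nm absorbance of p-nitroaniline, reads at 0 and 120 min | Repeats: One well per compound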
* marks the source's active call; other numbers are inactive results; · = no result given.

Preview:
structure,HCV core dimer,PP5 inh,Efflux pump inh,PP1 inh,Fh CTSL1 inh,GASC-1 inh,TPT1 inhibitor,procasp7 counter,procasp3 activ
Cc1cc(Nc2ccc3c(c2)OCCO3)n2nc(C)nc2n1,-4,1.6,-0.2,-4,-2,12,0,8,3
CN(C)C(CNC(=O)c1ccc(-c2ccccc2)cc1)c1ccccc1 (stereo not given),9,4.2,0.2,2,-4,-3,0,-3,0

Results, repeating the preview:
structure,HCV core dimer,PP5 inh,Efflux pump inh,PP1 inh,Fh CTSL1 inh,GASC-1 inh,TPT1 inhibitor,procasp7 counter,procasp3 activ
Cc1cc(Nc2ccc3c(c2)OCCO3)n2nc(C)nc2n1,-4,1.6,-0.2,-4,-2,12,0,8,3
CN(C)C(CNC(=O)c1ccc(-c2ccccc2)cc1)c1ccccc1 (stereo not given),9,4.2,0.2,2,-4,-3,0,-3,0
CC(C)N1C(=O)N(c2ccc(Cl)cc2)C(C)(O)CC1(C)C (stereo not given),-1,0.8,-0.1,0,-3,0,-6,5,7
Nc1cc(=O)[nH]n1C1CCCC1,-3,-0.4,0.1,2,1,-6,-1,10,2
CC1CCCN(c2ccc(C(=O)Nc3nnc(C4CC4)s3)cc2[N+](=O)[O-])C1 (stereo not given),8,0.7,-0.1,0,5,11,-4,-13,1
O=C(/C=C/c1ccc(S(=O)(=O)N2CCOCC2)cc1)NC(=S)Nc1ccc(N2CCOCC2)cc1,15,2.9,-0.3,3,-4,4,-1,-14,-17
c1ccc2c(CSc3nnc(-c4ccncc4)o3)cccc2c1,-2,2.9,0.0,0,-12,1,1,-14,-6
CCOC(=O)C(C)(C)n1nnc(-c2ccc([N+](=O)[O-])cc2)n1,-6,1.7,-0.3,-1,1,6,0,0,5
COc1ccccc1[C@]1(C)ON(c2ccccc2C(F)(F)F)C1=O,·,3.0,-0.1,-2,·,6,·,13,4
COc1ccc(N(C(=O)c2ccco2)C(C(=O)NC2CCCC2)c2ccncc2)cc1 (stereo not given),2,1.1,0.0,0,-1,-6,-1,-12,3
O=C(N/C(=C\c1ccccc1Cl)C(=O)N1CCOCC1)c1ccc([N+](=O)[O-])cc1,1,-3.2,-0.2,-3,4,-4,-2,3,-7
CC(NC=C1C(=O)OC(C)(C)OC1=O)C(=O)O (stereo not given),0,0.4,0.0,-2,1,0,0,3,-3
CN(C)C(=O)N1CCCC(C(=O)NCc2ccccc2Cl)C1 (stereo not given),0,1.1,-0.1,-3,-3,-3,-2,11,0
CCc1ccc(C(=O)C(C)OC(=O)c2nn(C)c(=O)c3ccccc23)cc1 (stereo not given),4,1.4,0.0,0,-9,-32,-2,6,3
Cc1ccccc1OCC(=O)NCCCNC(=O)c1ccco1,3,-0.4,0.0,-4,-2,26,-7,6,7
CCn1c(CNC(=O)c2cc(OC)c(OC)c(OC)c2)cc2ccccc21,3,1.4,-0.2,-3,1,14,2,5,6
Cc1ccc(-n2nc(C(=O)NCc3ccc(C)o3)c3c4ccccc4n(C)c3c2=O)cc1,21,2.1,0.2,-2,0,-1,-2,-3,8
C=CCn1c(SCC(=O)Nc2cccnc2Cl)nnc1-c1ccccc1F,-2,1.7,0.0,0,-8,-3,0,1,5
COC(=O)c1[nH]c2ccccc2c1NC(=O)/C=C/c1ccc2c(c1)OCO2,-5,2.2,0.6,1,3,2,-1,7,-1
COc1ccc(CNC(=O)CN(C(=O)CCC(=O)Nc2ccccn2)c2cccc(C)c2)cc1,5,0.2,0.1,-1,-2,-22,-3,0,9
CCOc1ccccc1C1C(C#N)=C(N)SC(N)=C1C#N,33,1.9,0.1,0,-3,19,82*,-28,-28
CN(c1ccccc1C(=O)Nc1cccc([N+](=O)[O-])c1)S(C)(=O)=O,-11,1.7,0.1,1,0,-1,-2,4,1
CC(C)NC(=O)c1onc(CSc2ccncc2)c1C(=O)NC(C)C,-1,1.9,0.0,-6,0,-6,0,-4,-4
COc1ccc(N(C(=O)c2ccco2)S(=O)(=O)c2cccs2)cc1,0,2.8,0.2,-1,-1,9,-1,-4,1
Cc1ccc(-n2ncc3c2CCCC3NC(=O)c2ccoc2)cc1C (stereo not given),12,0.0,-0.2,0,0,3,0,7,-5
Cc1cc(C(F)(F)F)n(-c2nc(C(=O)NN)cs2)n1,-2,-0.1,-0.1,-2,-3,3,0,3,-3
O=C(CCNS(=O)(=O)c1cccs1)NC1CCN(Cc2ccccc2)CC1,-3,2.5,0.1,-3,0,16,2,1,6
COCCn1c(SCC(=O)Nc2ccc(NC(=O)c3ccco3)c(OC)c2)nc2ccccc2c1=O,2,2.4,0.1,3,0,-2,1,4,-3
COc1ccccc1NS(=O)(=O)c1ccc2oc(SC)nc2c1,-12,0.8,-0.1,-1,-1,-5,-1,-12,1
O=[N+]([O-])c1ccc(NCCOc2ccccc2Cl)nc1,0,2.9,0.1,-1,-1,-1,-3,9,8
COc1cc(Cl)ccc1OCc1cc(C(=O)N(C)Cc2nnc(C)o2)no1,-2,2.6,-0.1,-2,-1,1,0,4,3
Cc1ccc(C)c(SCC(=O)OCC(=O)NCc2ccccc2)c1,-3,3.2,0.4,-11,-28,-21,2,-6,2
O=C1OC(/C=C/c2ccccc2)=NC/1=C\c1cccnc1,5,-1.1,0.7,-3,7,3,-3,0,11
Cc1ccc(-n2nc3cc(C)c(NC(=O)c4cccnc4)cc3n2)cc1,2,1.4,0.1,-2,3,-5,0,-6,6
Cc1ccc2c(c1)C(=O)CC1(CCCC1)O2,-3,-0.8,0.0,-1,-1,5,-2,0,5
O=C(/C=C/c1ccc([N+](=O)[O-])cc1)Nc1cccnc1,-4,0.4,-0.1,5,3,4,-5,3,2
CCOC(=O)C(/C(C)=N/NC(=O)c1ccccc1[N+](=O)[O-])C(C)C (stereo not given),-4,3.4,-0.1,-3,-5,6,0,1,7
CC(=O)Nc1ccc(NS(=O)(=O)c2cn(C)c(=O)n(C)c2=O)cc1,10,-3.0,-0.1,0,3,-8,2,16,5
C=C(C)c1cccc(C(C)(C)NC(=O)N2CCN(c3ccccn3)CC2)c1,-1,3.0,0.3,0,1,11,-2,-1,2
CCC(C)N(C(=O)CSc1ccc(NC(C)=O)cc1)C1CCS(=O)(=O)C1 (stereo not given),0,-1.8,-0.1,-6,3,12,1,3,6
Clc1cccc(NCc2nnc(SCc3ccccc3)o2)c1,-3,4.6,0.0,-2,0,-6,-1,-7,10
COc1ccc(NC(=O)C2CCCN(S(=O)(=O)c3cccnc3)C2)cc1 (stereo not given),0,-0.8,-0.4,-2,-1,30,0,5,1
NC(=O)c1cc([N+](=O)[O-])c(Cl)cc1NCc1ccccn1,0,2.4,-0.1,-1,2,9,-4,-6,-9
COc1ccc(-c2nnc(SCC(=O)NC(C)c3ccccc3)o2)cc1OC (stereo not given),2,2.6,0.0,-3,-1,18,-2,5,0
C/C(=N/NC(=O)CNC(=O)Cc1ccccc1)c1ccc(Cl)cc1,3,-4.4,-0.1,-4,-2,-2,-4,0,-11
O=[N+]([O-])c1ccc(OCCCCN2CCc3ccccc3C2)cc1,-4,0.1,-0.1,0,1,21,2,4,-5
Cc1ccc(C2=[N+]([O-])C3(CCCCC/C3=N\NC(N)=O)N(O)C2(C)C)o1 (stereo not given),-1,0.0,-0.1,0,1,-5,1,1,0
Cc1ccc(S(=O)(=O)NCCOC(=O)Nc2sc(=S)n(C)c2C)cc1,-10,1.7,0.0,1,2,41,-5,-22,-5
COc1ccccc1C1NC(=O)NC(C)=C1C(=O)Nc1cccc(C)c1C (stereo not given),1,1.8,-0.2,-3,-1,2,0,-8,-5
Cc1ccc(NC(=O)CNS(=O)(=O)c2cccs2)cc1F,-5,-2.3,-0.3,0,-3,1,2,9,0
COc1ccc(C2C=C(c3ccccc3)Nc3ncnn32)cc1 (stereo not given),-3,-0.8,-0.2,0,0,-8,-10,4,7
COC(=O)C1=C(C)N(Cc2ccccc2)C(=NCc2cccc(C(F)(F)F)c2)N[C@H]1c1cccc(F)c1,-5,5.5,·,18*,0,126,-1,2,0
O=C(N=C1c2ccccc2CN1c1ccc(F)cc1)c1ccc(Cl)nc1,1,-0.2,0.1,-5,-2,2,-1,4,1
CCOc1cc(C(=O)NCC2CCCO2)cc(OCC)c1OCC (stereo not given),0,0.1,-0.3,-2,-2,-5,-6,6,8
COc1ccc(CNC(=O)[C@H](Cc2ccccc2)NC(=O)C2CCN(C(=O)[C@H](C)N)CC2)cc1,3,2.1,-0.1,-8,-6,181,-5,-2,9
CCOC(=O)C1(C)C=C(Nc2ccc(NC(C)=O)cc2)C(=O)N1c1ccc(NC(C)=O)cc1 (stereo not given),-4,2.1,0.2,-5,-2,-30,0,1,-6
CCOC(=O)C1=C(C)NC(C)=C(C(=O)OCC)C1C(=O)OCC(=O)N1CC(C)OC(C)C1 (stereo not given),·,2.3,0.1,-2,·,10,·,-6,5
COC(=O)c1ccc(CNC(=O)CCNC(=O)c2ccco2)cc1,·,6.5,-0.2,-5,·,0,·,0,1
Cc1ccc2c(C)c(C(=O)NCCc3ccco3)oc2c1C,2,-1.3,-0.2,0,1,0,0,5,-7
N#CC1=C(SCc2ccccc2)NC(=O)CC1c1ccco1 (stereo not given),-1,2.1,-0.1,-2,-3,-14,-1,3,-4

Next section
structure,HCV core dimer,PP5 inh,Efflux pump inh,PP1 inh,Fh CTSL1 inh,GASC-1 inh,TPT1 inhibitor,procasp7 counter,procasp3 activ
N=c1c2c(ncn1Cc1ccco1)Oc1ccc3ccccc3c1C2c1ccccc1 (stereo not given),7,1.4,0.2,10,0,-16,-3,6,0
COc1ccc(/C=C/c2nc(S(=O)(=O)c3ccccc3)c(N(C)C)o2)cc1OC,-3,1.6,0.1,-2,-1,6,2,-11,0
N/C(=N\N=C\c1ccnc2ccccc12)SC1CC(=O)N(c2ccc(Br)cc2)C1=O (stereo not given),12,2.0,0.0,7,8,2,-3,7,-5
O=C(NC1CCCCC1)C(c1ccco1)N(C(=O)c1csnn1)c1cccc(Cl)c1 (stereo not given),-20,-4.6,0.1,4,14,3,1,-10,7
COCC(C)n1c(C)cc(C(=O)CSc2cc(C)c3ccccc3n2)c1C (stereo not given),5,-0.6,-0.3,3,5,3,-4,-19,-7
CCn1ccnc1CN(C)C(=O)CCc1nnc(CCCc2ccccc2)o1,12,1.3,0.2,-2,-2,0,-4,5,-3

A second format for part of the listing above:
COCC(C)n1c(C)cc(C(=O)CSc2cc(C)c3ccccc3n2)c1C (stereo not given)
  HCV core dimer: 5
  PP5 inh: -0.6
  Efflux pump inh: -0.3
  PP1 inh: 3
  Fh CTSL1 inh: 5
  GASC-1 inh: 3
  TPT1 inhibitor: -4
  procasp7 counter: -19
  procasp3 activ: -7

N/C(=N\N=C\c1ccnc2ccccc12)SC1CC(=O)N(c2ccc(Br)cc2)C1=O (stereo not given)
  HCV core dimer: 12
  PP5 inh: 2.0
  Efflux pump inh: 0.0
  PP1 inh: 7
  Fh CTSL1 inh: 8
  GASC-1 inh: 2
  TPT1 inhibitor: -3
  procasp7 counter: 7
  procasp3 activ: -5
